Rv3671c inh: inhibitors of M. tuberculosis serine protease Rv3671c; inhibition, % at 5.96 µM; hit rate 0.048% among 320,000; P9WHR9; in the data active means inhibition above about 38%;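 further: extracellular domain of Rv3671c used as enzyme; 0% = enzyme with DMSO and 100% = no enzyme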
SARS 3CLpro inh: SARS-CoV 3CLpro protease inhibition. inhibition, % at 6 µM. recombinant SARS-CoV 3CLpro, quenched FRET peptide cleavage. hit rate 0.14% among 290,000. P0C6X7. AID 1706; in the data active means inhibition above about 12%
TcdB GH inh: inhibitors of Clostridioides difficile toxin B glycohydrolase | P18177 | TcdB glycohydrolase enzymatic assay, plate reader | inhibition, % at 9.99 µM | hit rate 0.24% among 350,000; in the data active means inhibition above about 10%
Anthrax LF inh2: anthrax lethal factor protease inhibition | P15917 | multiplex microsphere protease cleavage assay, LF | inhibition, % at 10 µM | hit rate 0.12% among 360,000; in the data active means inhibition above about 30%; further: plate controls were buffer without enzyme for full effect and enzyme alone for no effect
Target sequence (P15917 whole entry, looked up): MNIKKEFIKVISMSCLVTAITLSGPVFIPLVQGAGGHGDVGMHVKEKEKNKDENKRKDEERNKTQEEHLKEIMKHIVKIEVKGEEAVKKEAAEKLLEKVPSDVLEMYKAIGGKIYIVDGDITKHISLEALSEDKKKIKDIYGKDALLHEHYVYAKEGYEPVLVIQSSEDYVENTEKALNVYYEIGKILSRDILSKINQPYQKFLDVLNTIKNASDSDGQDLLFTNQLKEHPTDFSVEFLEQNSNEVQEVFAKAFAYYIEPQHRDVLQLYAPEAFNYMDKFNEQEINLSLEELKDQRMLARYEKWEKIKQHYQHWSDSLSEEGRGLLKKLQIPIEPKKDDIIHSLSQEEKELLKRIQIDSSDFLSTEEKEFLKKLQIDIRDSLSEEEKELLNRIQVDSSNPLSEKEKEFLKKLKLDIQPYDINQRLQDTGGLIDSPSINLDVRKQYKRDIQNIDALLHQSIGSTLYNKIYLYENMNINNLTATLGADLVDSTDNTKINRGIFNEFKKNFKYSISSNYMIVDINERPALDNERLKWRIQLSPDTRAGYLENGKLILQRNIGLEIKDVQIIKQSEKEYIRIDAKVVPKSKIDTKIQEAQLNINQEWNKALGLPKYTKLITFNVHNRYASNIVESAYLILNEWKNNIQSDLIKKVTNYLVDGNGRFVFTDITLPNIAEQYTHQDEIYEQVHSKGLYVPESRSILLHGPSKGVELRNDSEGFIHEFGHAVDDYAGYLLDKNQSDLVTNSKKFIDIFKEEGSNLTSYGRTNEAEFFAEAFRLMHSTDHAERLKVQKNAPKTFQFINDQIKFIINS
Vc quorum ag: induces V. cholerae light production without autoinducers; hit rate 0.16% among 350,000; V. cholerae BH1578 lux reporter, luminescence, 6 h; activation, % at 18.7 µM; in the data active means activation mostly above about 9.7%, no sharp cut-off; further: not every result past the cut was called active; inactives centre near 0; reference of the scale not given here
Y pestis TopoI: inhibitors of Yersinia pestis topoisomerase I; Y. pestis Topo-I cleavage product accumulation, plate reader; activity, % at 10 µM; hit rate 0.064% among 360,000; in the data active means activity above about 50%, passing the limit was not always enough; further: inactives centre near 2
MazF activator: increases E. coli MazEF RNase cleavage of RNA | P0AE70 | FAM/BHQ RNA-DNA oligo cleavage fluorescence, 5 h | activation, % at 20 µM | hit rate 0.32% among 350,000; in the data active means activation above about 50%
Target sequence (P0AE70 whole entry, looked up): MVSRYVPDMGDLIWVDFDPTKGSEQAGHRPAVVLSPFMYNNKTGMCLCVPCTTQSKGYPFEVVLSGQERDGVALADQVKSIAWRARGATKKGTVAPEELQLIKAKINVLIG
PriA SSB inh: K. pneumoniae PriA-SSBct interaction inhibition; inhibition, % at 33 µM; AID 1272365; AlphaScreen SSBct-PriA binding, biotinylated peptide; hit rate 0.6% among 430,000; in the data active means inhibition mostly above about 37%, no sharp cut-off; inactive means mostly below about 20%;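 further: plate controls were negative control peptide for no effect and reference peptide for full effect; strong numbers were not always called active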
DUSP3 inh: inhibitors of human VHR1 phosphatase (DUSP3) | P51452 | recombinant VHR phosphatase, pNPP absorbance | inhibition, % at 13.3 µM | hit rate 0.52% among 290,000; in the data active means inhibition above about 50%; further: some compounds called inactive have numbers as strong as hits
PfHsp40 rescue: compounds rescuing yeast from Plasmodium falciparum HSP40 toxicity | growth rescue, % at 12.5 µM | hit rate 0.68% among 340,000 | S. cerevisiae expressing PfHsp40, growth rescue, ATP luminescence | AID 504582; in the data active means growth rescue above about 28%, passing the limit was not always enough;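 further: yeast W303a lacking pdr1 and pdr3 grown in galactose medium; growth measured after three days at 30 °C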
An asterisk follows results filed as active; i = inactive; · = no result given; & = joins results of further samples.

canonical_smiles,Rv3671c inh,TcdB GH inh,MazF activator,Vc quorum ag,SARS 3CLpro inh,Anthrax LF inh2,DUSP3 inh,PfHsp40 rescue,Y pestis TopoI,PriA SSB inh
C=CCn1cc(C(=O)N2CCN(c3ccccc3)CC2)c(=O)c2cc(S(=O)(=O)N3CCCC3)ccc21,6,3.1,6,i,-1,2,18,-0.9,34,5
COc1ccc(-n2nnnc2SCC(=O)c2ccc(O)c(O)c2)cc1,4,·,8,i,-2,-3,13,-2.0,-8,6
COc1ccccc1N1CCN(C(=O)c2cc(S(=O)(=O)N3CCCCC3)ccc2C)CC1,-5,2.2,8,i,·,-6,·,1.7,23,1
COc1ccc2c(=O)c(-c3ccccc3)c(C)oc2c1,2,·,0,-2.4,-9,4,14,-0.7,6,-9
Cc1nn(CC(=O)Nc2ccc(C(=O)N(C)C)cc2)c(=O)c2ccccc12,10,·,-4,-12,3,0,-2,1.5,4,-11
Cc1ccc(C)c(S(=O)(=O)N2CCCOC2CNC(=O)C(=O)NCc2ccco2)c1 (stereo unspecified),-7,·,1,-0.4,-2,0,-3,-0.2,-3,12
O=C(CSc1nnc(CNC(=O)C23CC4CC(CC(C4)C2)C3)n1-c1ccc(F)cc1)Nc1ccc(F)cc1,-3,0.1,1,0.8,1,-3,12,0.1,16,0
CC(C)(C)[C@@H]1C=C(C(=O)O)[C@H](c2ccc(Cl)cc2)N1S(=O)(=O)c1ccccc1,3,-0.3,-20,-1.4,·,-2,·,0.3,1,3
CCc1nnc2c3cnn(-c4ccccc4)c3ncn12,9,·,4,5.6,3,4,22,-0.7,5,-13
Cc1ccc2sc(-c3ccc(NC(=O)/C=C\C(=O)O)cc3)nc2c1,·,1.0,3,-0.3,-2,-1,15,0.1,5,-17
COc1cc(=O)n(C)c2c(OCC3OC(C)(C)OC3(C)C)cccc12 (stereo unspecified),-17,2.3,-13,0.4,4,-3,21,1.1,2,-7
O=C(NCc1ccc(Cl)cc1)C1CCN(S(=O)(=O)c2cccnc2)CC1,-2,-7.4,7,i,-3,-1,2,-0.2,-2,9
CCCCOC(=O)Nc1sc2nc(C)cc(C)c2c1-n1cccc1,8,·,3,-0.6,-1,0,32,0.6,-11,-3
CCOC(=O)N1CCN(C(=O)c2cn(C)c(=O)c3c2c2ccccc2n3C)CC1,-3,·,2,-0.3,1,0,11,0.8,-3,-18
CCN(CC(=O)Nc1c(F)cccc1F)C(=O)/C=C/c1ccc(C)cc1,-4,1.1,0,-2.1,·,-2,·,-1.4,-9,10
CC(C)CNC(=O)C(=O)NNC(=O)c1ccco1,4,0.6,5,i,4,-5,-3,-0.3,5,-5
CC(=O)Nc1ccc(CNc2nc(NCc3cccs3)nc3ccsc23)cc1,·,-0.8,·,-0.6,·,7,·,·,1,·
CC(C)(C)OC[C@H](NC(=O)c1[nH]cnc1C(=O)Nc1ccccc1F)C(=O)OC(C)(C)C,·,0.8,6,-0.4,·,-4,·,·,2,·
COc1cccc(NC(=O)N2CCc3nc(Nc4ccc(C(C)C)cc4)ncc3C2)c1,·,0.7,·,i,·,-6,·,·,18,·
Cc1ccc(-c2nnc(Nc3ccc(C(=O)N(C)C)cc3)c3ccccc23)cc1S(=O)(=O)NC(C)(C)CO,-3,0.6,4,-0.7,2,·,1,-0.5,15,0
CN1CC(=O)N(CC(=O)Nc2ccc(Cl)c(C(F)(F)F)c2)C1=O,-6,·,-1,i,3,6,12,-0.4,-7,-4
CCCCn1c(O)c(C(CC)=NC(C)c2ccccc2)c(=O)[nH]c1=O (stereo unspecified),13,0.2,1,-0.4,0,-1,-12,0.0,28,-7
O=C(Nc1ccc(-c2nc3cc(Cl)ccc3c(=O)o2)cc1)c1ccco1,-13,·,-34,i,2,-2,24,-0.6,-2,-8
O=C(Cc1ccccc1)Nc1scc(-c2ccccc2)c1C(=O)N1CCOCC1,-2,·,9,-0.3,-1,-4,42,4.0,10,-4
O=C(COc1ccc(Cl)cc1Cl)NN=C1c2ccccc2-c2ccccc21,-8,·,8,-2.2,-2,-2,-7,0.2,7,2

Fetched one by one from above (two):
canonical_smiles,Rv3671c inh,TcdB GH inh,MazF activator,Vc quorum ag,SARS 3CLpro inh,Anthrax LF inh2,DUSP3 inh,PfHsp40 rescue,Y pestis TopoI,PriA SSB inh
CCCCn1c(O)c(C(CC)=NC(C)c2ccccc2)c(=O)[nH]c1=O (stereo unspecified),13,0.2,1,-0.4,0,-1,-12,0.0,28,-7
COc1ccccc1N1CCN(C(=O)c2cc(S(=O)(=O)N3CCCCC3)ccc2C)CC1,-5,2.2,8,i,·,-6,·,1.7,23,1

Remaining list, next part.
canonical_smiles,Rv3671c inh,TcdB GH inh,MazF activator,Vc quorum ag,SARS 3CLpro inh,Anthrax LF inh2,DUSP3 inh,PfHsp40 rescue,Y pestis TopoI,PriA SSB inh
COc1ccc(C(=O)N2CCN(c3c(C)cccc3C)CC2)cc1OC,5,0.9,6,i,3,-12,42,1.5,24,-6
N#Cc1ccccc1OCc1cn(CC(=O)c2ccc(O)cc2)nn1,·,-0.2,5,-0.4,·,-2,·,1.9,-7,-8
Cc1cc(NC(=O)c2ccccc2)nc2c1c(=O)oc1ccccc12,-13,-1.8,5,-0.4,2,-3,-3,1.3,-2,-3
CCc1nnc(NS(=O)(=O)c2ccc(NC(=O)c3ccccc3)cc2)s1,-5,1.9,6,0.2,-7,4,-7,-1.7,4,-9
C#CCOCCOCCOCCNc1nc(N2CCOCC2)nc(N2CCN(C(=O)[C@H](Cc3ccc(O)cc3)n3cc(CCO)nn3)CC2)n1,·,·,6,-0.4,·,8,·,2.2,6,-28
Cc1ccc(C(C(=O)NCc2ccc(F)cc2)N(C(=O)c2csnn2)C2CC2)o1 (stereo unspecified),-1,·,6,-0.4,-2,-2,-9,0.7,14,-5
COc1cc(C#N)ccc1OC(=O)C1CCN(C(=O)c2ccc(F)cc2)CC1,7,0.6,-1,i,·,3,·,-0.6,2,2
Cc1ccc(O)c(-c2[nH]ncc2C(=O)c2ccc(Br)cc2)c1,3,1.7,12,i,5,-6,·,0.9,2,-2
Cc1cc(C)c2c(=O)[nH]c(=O)n(Cc3ccccc3)c2n1,-1,·,-7,0.6,-1,-1,19,-0.4,5,-12
Cc1nonc1C1CCCN1C(=O)c1cc(COc2ccc(F)cc2F)on1 (stereo unspecified),-2,0.4,-6,i,9,-4,13,-2.0,6,-9
O=C(O)CSCC(=O)NCc1ccc(Cl)cc1,-8,2.0,5,-0.2,1,0,18,0.2,2,-6
CCOc1ccc(C(O)Cc2nc3ccccc3n2C)cc1 (stereo unspecified),3,·,1,-5.0,0,-7,13,0.6,0,-1
CC1CCCCN1C(=O)COC(=O)C1CCN(S(=O)(=O)c2c(Cl)cccc2Cl)CC1 (stereo unspecified),-1,0.7,7,-0.2,7,3,34,1.2,41,-4
COc1ccc(C=NNC(=O)CCCCC(=O)NN=Cc2ccc(OC)cc2)cc1,·,1.2,-6,i,·,4,·,0.6,1,-7
CN1CCN(c2ccccc2NC(=O)c2ccc(N3CCOCC3)c([N+](=O)[O-])c2)CC1,4,0.9,8,-0.4,2,0,19,-1.7,10,1
O=C(Oc1coc(CSc2ncccn2)cc1=O)c1cccs1,-7,0.0,2,i,1,8,10,-0.9,-3,-13
CCCCNC(=O)c1cccc(C(=O)NCCCC)c1,-3,·,2,i,-9,-3,-28,0.1,1,-12
COc1ccc(NC(=O)Nc2ccc3c(c2)C(=O)N([C@H](C)CO)C[C@H](C)[C@@H](CN(C)Cc2ccc(Cl)c(Cl)c2)OCCCC[C@@H](C)O3)cc1,·,0.5&0.8,-12,2.1,·,-8,·,·,4,·
CCOC(=O)Cc1c(C)nc2c(-c3ccc(Cl)cc3)c(C)[nH]n2c1=O,-6,1.2,-3,-3.1,-1,-1,-12,-0.1,2,-17
Cc1ccc(OC(=O)c2cccnc2)cc1,4,-0.4,-4,-0.5,3,-5,18,-0.4,10,-17
Cc1cc2c3c(c1C)C1(C(=O)N3C(C)(C)CC2C)C(C#N)=C(N)OC2=C1C(=O)CC(C)(C)C2 (stereo unspecified),1,·,2,-2.9,4,3,-3,-0.7,17,-13
CC(C)Oc1cccc(C(=O)NC(=S)Nc2cccc(NC(=O)c3ccccc3Cl)c2)c1,-41,-2.8,6,0.8,0,-1,-5,0.3,6,10
CCOc1ccc(S(=O)(=O)N(CC)CC(=O)NCc2cccnc2)cc1,5,0.9,4,-0.3,2,14,20,0.8,-1,-6
COc1ccc([C@H]2C(C(=O)O)=C[C@@H](C(C)(C)C)N2S(=O)(=O)c2ccc(C)cc2)cc1OC,-2,-1.2,-9,-1.4,·,0,·,0.6,-5,-4
CCOC(=O)CSc1nnc(NC(=O)C2CC(=O)N(c3ccc(F)cc3)C2)s1 (stereo unspecified),-2,1.7,-14,i,2,3,0,-1.3,-2,-15

Additional results:
canonical_smiles,Rv3671c inh,TcdB GH inh,MazF activator,Vc quorum ag,SARS 3CLpro inh,Anthrax LF inh2,DUSP3 inh,PfHsp40 rescue,Y pestis TopoI,PriA SSB inh
Cc1cccc(C)c1NC(=O)CN(C)C(=O)c1cccc(S(=O)(=O)N2CCN(c3ccccc3)CC2)c1,-1,0.5,-2,i,-1,-1,37,1.2,18,5
Cc1ccc(C(=O)Nc2cccc(C(F)(F)F)c2)cc1NC(=O)c1nccn1C,-3,0.8&2.5,2&9,-0.1&-0.5,·,0&1,0,-1.4,0&11,4
COc1ccc(N(CC(=O)NCc2ccco2)S(=O)(=O)c2ccccc2)cc1,1,-1.1,-2,-0.4,5,7,30,-0.7,4,12
Cc1cc2[nH]c(=O)c(=O)[nH]c2cc1S(=O)(=O)Nc1cccc(Cl)c1,-7,0.9,4,-0.6,-3,-1,-14,2.0,5,-6
COc1ccc(-n2nc(C(=O)NCC(=O)NCc3cccc(F)c3)c3ccccc3c2=O)cc1Cl,-88,0.4,3,-0.4,5,2,31,0.0,-1,-7
CN1CCN(S(=O)(=O)c2cccc(C(=O)N(Cc3nnc(-c4ccc(Cl)cc4)o3)C3CC3)c2)CC1,2,0.1,6,-0.7,·,6,·,0.9,28,3
CCCn1c(SCC(=O)Nc2cccc(C)n2)nc2c1c(=O)n(C)c(=O)n2C,-6,1.0,-2,-0.5,6,-9,21,-1.1,8,-8
CCOc1ccc(NC(=O)CN(C2CCCCC2)S(C)(=O)=O)cc1,0,·,-10,-1.4,2,-9,31,2.1,-6,-6
Cn1nc(-c2ccccc2)c(-c2nc(-c3ccccc3Cl)no2)c1Cl,5,·,2,i,0,-6,29,0.0,0,-3
Cc1ccccc1Cn1cc(S(=O)(=O)CC(=O)N2CCCCC2)c2ccccc21,-2,·,13,i,0,4,-14,1.4,21,4&-9
CCCn1nnnc1NC(=O)COc1ccc(Br)cc1,0,0.1,-5,-5.6,0,0,14,-0.2,-4,5
Cc1cccn2c(=O)c3cc(C(=O)NC4CCCC4)n(C)c3nc12,-13,1.1,-22,-0.2,-7,3,-4,0.7,4,-7
O=C(COC(=O)c1cnccn1)NCc1ccccc1,-2,·,-6,-0.2,-2,1,10,0.9,7,-9
COC(=O)CNC(=O)c1cn(CCC#N)nc1-c1ccc(F)cc1,-9,1.5,0,i,2,-2,12,-0.3,3,-5
COc1ccc(-c2nn(-c3ccccc3)cc2C(=O)N/N=C/c2ccc([N+](=O)[O-])o2)cc1,5,0.0,12,0.4,0,0,24,-0.8,-2,·
Nc1cc(Cl)nnc1Cl,·,0.2,1,-0.7,0,6,9,1.1,6,-5
O=C(c1cccc(S(=O)(=O)N2CCOCC2)c1)N(Cc1nnc(-c2ccccc2Cl)o1)C1CC1,-3,3.3,2,i,·,-8,·,1.0,32,-4
CC(C)CC1NC(=S)N(Cc2ccccc2)C1=O (stereo unspecified),-3,0.4,-2,i,1,1,-7,-0.1,-6,-11
COc1cc(N(C(C)=O)c2ccc(O)c(C(=O)O)c2)c2ncccc2c1,·,-5.4,2,-3.7,·,-9,·,·,14,·

Screening data (PubChem BioAssay)

Some of the compounds tested; rates above refer to the full screens.
